CYP2C9 inh = human CYP2C9 inhibition; P11712; CYP2C9 Supersomes, luciferin-H conversion, luminescence; inhibition, % at 5 µM; 96,000 tested, 20% active; AID 777;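 active means blocking of liver enzyme CYP2C9 beyond about 50% at 5 µM, limit read from the data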; further: values of inactives mirror those of a sister screen read the other way
LYP act = activators of human LYP (PTPN22) phosphatase; recombinant LYP, DiFMUP fluorescence; 0 = plate median, 100 = signal doubled; AID 697; activation, % at 2 µM; 96,000 tested, 0.11% active; Q9Y2R2;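 active means activation at 2 µM above a set limit, the mean plus 5 SD, cut at about 37% in these data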
CYP2C9 act = increases human cytochrome P450 2C9 activity; recombinant CYP2C9, luciferin-H conversion, luminescence; hits give high values; factor 1 = untreated enzyme, 0 = blocked; activation factor at 5 µM; 96,000 tested, 1.4% active; AID 1024;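 active means activation factor of 2 or more for CYP2C9 at a 5 µM dose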;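 further: 0 = sulfaphenazole-blocked wells and 1 = vehicle-only wells; values of inactives mirror those of a sister screen read the other way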
LYP inh 2 = blocks human PTPN22 phosphatase activity; recombinant LYP catalytic domain, DiFMUP fluorescence; 96,000 tested, 0.21% active; inhibition, % at 2 µM; AID 640;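 active means inhibition at 2 µM at or above a set limit, the screen mean plus 3 SD, cut at about 24% in these data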;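 further: 0% = DMSO with enzyme and 100% = enzyme fully blocked by orthovanadate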
PLK1 inh = blocks human PLK1 kinase activity | recombinant PLK1 kinase, TR-FRET peptide phosphorylation | 97,000 tested, 0.53% active | AID 619 | inhibition, % at 10 µM | P53350;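 active means inhibition of 50% or more in the single-concentration screen; inactive means inhibition below 50%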;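 further: 0% = DMSO max control and 100% = H-89 dihydrochloride min control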
Calb biofilm kill = kills Candida albicans biofilms. C. albicans biofilm + clotrimazole, Alamar Blue. inhibition, % at 6 µM. 85,000 tested, 0.14% active. AID 834;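 active means inhibition above 20%; inactive means inhibition below 20%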;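 further: preformed 24 hr biofilms exposed to compound for 48 hr; 0% = biofilm without compound and 100% = blank killed by clotrimazole plus chlorhexidine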
EphB4 ephrin blk = EphB4-ephrin-B2 interaction antagonism | P54760 | EphB4 LBD / TNYL-RAW-Alexa532 peptide, fluorescence polarization | inhibition, % at 7 µM | 97,000 tested, 0.15% active;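 active means inhibition above the screen-wide mean inhibition plus 3 SD, cut at about 15% in these data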;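 further: 0% = DMSO wells and 100% = excess unlabeled TNYL-RAW peptide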
Target sequence (P54760 whole entry, looked up, the tested form may be a part): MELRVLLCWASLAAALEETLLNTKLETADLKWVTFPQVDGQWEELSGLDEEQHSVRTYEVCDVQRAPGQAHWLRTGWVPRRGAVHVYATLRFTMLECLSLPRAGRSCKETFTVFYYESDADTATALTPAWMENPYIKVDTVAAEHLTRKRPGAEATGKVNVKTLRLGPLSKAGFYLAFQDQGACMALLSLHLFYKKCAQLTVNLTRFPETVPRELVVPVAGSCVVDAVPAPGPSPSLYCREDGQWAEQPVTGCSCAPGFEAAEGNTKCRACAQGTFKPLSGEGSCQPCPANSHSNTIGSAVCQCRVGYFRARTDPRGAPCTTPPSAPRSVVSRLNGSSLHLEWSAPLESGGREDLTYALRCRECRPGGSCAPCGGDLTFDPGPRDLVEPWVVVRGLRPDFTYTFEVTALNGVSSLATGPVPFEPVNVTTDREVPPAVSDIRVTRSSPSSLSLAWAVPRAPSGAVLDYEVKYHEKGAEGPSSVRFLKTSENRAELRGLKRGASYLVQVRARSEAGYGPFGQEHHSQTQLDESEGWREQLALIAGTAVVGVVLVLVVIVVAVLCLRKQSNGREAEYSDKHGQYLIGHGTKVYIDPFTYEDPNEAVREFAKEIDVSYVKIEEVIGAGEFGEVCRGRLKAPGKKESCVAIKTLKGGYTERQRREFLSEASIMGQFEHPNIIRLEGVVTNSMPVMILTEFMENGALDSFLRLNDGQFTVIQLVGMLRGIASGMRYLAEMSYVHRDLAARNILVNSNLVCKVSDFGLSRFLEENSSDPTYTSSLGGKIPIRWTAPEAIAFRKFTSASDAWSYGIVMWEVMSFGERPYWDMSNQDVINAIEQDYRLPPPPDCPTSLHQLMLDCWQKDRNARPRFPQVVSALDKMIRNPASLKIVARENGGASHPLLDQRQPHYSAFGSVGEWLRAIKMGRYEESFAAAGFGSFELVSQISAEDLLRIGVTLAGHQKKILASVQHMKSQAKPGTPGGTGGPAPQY
HIV Rev-RRE inh = HIV Rev-RRE protein-RNA interaction inhibition; P05866; 97,000 tested, 0.79% active; Rev peptide-RRE RNA binding, FRET; inhibition, % at 8 µM;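 active means inhibition above the screen-wide mean plus 3 SD, cut at about 35% in these data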;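 further: 0% = median DMSO wells and 100% = median Neomycin B control wells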
Target sequence (P05866 whole entry, looked up): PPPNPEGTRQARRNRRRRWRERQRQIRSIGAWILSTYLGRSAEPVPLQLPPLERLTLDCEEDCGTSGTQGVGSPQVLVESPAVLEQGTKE
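Test system – labelled RRE RNA duplex and labelled Rev peptide · Signal – fluorescein-to-Cy5 FRET, 480 nm excitation · Evaluation – % inhibition of FRET ratio versus controls · Benchmarks – DMSO low control, neomycin B high control · Incubation – 5 min RNA-compound premix plus 15 min binding step, 25 °C · Medium – HEPES pH 7.5 salt buffer with EDTA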
Plk1 PBD FP = Plk1 (human) PBD binding inhibition | P53350 | Plk1 PBD phosphopeptide binding, fluorescence polarization | inhibition, %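 (tested at about 20 µM)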 | 97,000 tested, 0.13% active; in the data active means inhibition above about 34%, passing the limit was not always enough
* hit, by the source's call; nt = no result given.

1) CCOC(=O)c1cnc(-n2nc(C)cc2C)nc1Nc1ccc(C)cc1
2) COc1ccc(CCNc2ccc(C)cc2)cc1
3) O=C(Cc1cccs1)Nc1ccc(NC(=O)c2ccco2)cc1
4) OC1(c2cccc(C(F)(F)F)c2)CCN(c2ccc(-c3ccccc3)nn2)CC1
5) O=C1c2ccccc2-c2nc3ncnn3c(-c3ccccc3Cl)c21
6) CCCCOCCCn1cnc2c([nH]c3cc(OC)ccc32)c1=O
7) O=C(NCc1ccco1)c1cc(-c2cccs2)on1
8) CCc1ccc(NC(=O)N(CCOC)C2CCN(C(C)=O)CC2)cc1
9) CCOc1cc(CN2CCN(CCOCCO)CC2)ccc1OC
10) FC(F)(F)c1cccc(NC(=S)NCc2ccccc2)c1

screen / no.,1,2,3,4,5,6,7,8,9,10
CYP2C9 inh,5,45,72*,nt,12,13,-67,-17,0,-88
LYP act,-10,-6,-7,-5,-4,-2,8,-1,-17,-3
CYP2C9 act,1,0.5,0.3,nt,0.9,0.9,1.7,1.2,1,1.9
LYP inh 2,13,8,10,4,2,2,-11,2,18,5
PLK1 inh,5,-2,-4,1,-11,1,-4,0,-6,4
Calb biofilm kill,nt,3,2,6,9,5,3,7,9,nt
EphB4 ephrin blk,0,-4,-2,2,0,-2,-3,1,-4,6
HIV Rev-RRE inh,10,-1,10,0,9,12,4,3,7,0
Plk1 PBD FP,-44,19,1,-10,-30,-4,7,9,1,-7

Reformatted with each value named: part of the list above
[6] CCCCOCCCn1cnc2c([nH]c3cc(OC)ccc32)c1=O
  CYP2C9 inh = 13	LYP act = -2	CYP2C9 act = 0.9	LYP inh 2 = 2	PLK1 inh = 1	Calb biofilm kill = 5	EphB4 ephrin blk = -2	HIV Rev-RRE inh = 12	Plk1 PBD FP = -4
[7] O=C(NCc1ccco1)c1cc(-c2cccs2)on1
  CYP2C9 inh = -67	LYP act = 8	CYP2C9 act = 1.7	LYP inh 2 = -11	PLK1 inh = -4	Calb biofilm kill = 3	EphB4 ephrin blk = -3	HIV Rev-RRE inh = 4	Plk1 PBD FP = 7

Later entries
11) O=C(c1cccc(S(=O)(=O)N2CCOCC2)c1)N1CCOCC1
12) COc1ccc(Cl)cc1NC(=O)c1oc(C)nc1C
13) CCCCN(CC)S(=O)(=O)N1CCC(C(=O)NCCCN2CCOCC2)CC1
14) N#C/C(C(=O)c1ccccc1)=C1/CCCCCN1
15) Cc1ccc(-n2c(C)cc(/C([O-])=C(/C(=S)Nc3ccc(F)c(Cl)c3)[n+]3ccccc3)c2C)cc1
16) O=C(CNC(=O)c1ccco1)OCC(=O)c1ccccc1
17) CC(C)Oc1ccc(OCCNC2CCCC2)cc1
18) COc1ccc(-c2noc(C(C)n3nc(C)c([N+](=O)[O-])c3C)n2)cc1OC (stereo not drawn)
19) O=C1CN2C(=Nc3ccc(Br)cc3C2c2ccccc2)CCN1 (stereo not drawn)
20) CCCCN1C(=O)C(NC(=O)CC(C)C)(C(F)(F)F)C2=C1CC(C)(C)CC2=O (stereo not drawn)

screen / no.,11,12,13,14,15,16,17,18,19,20
CYP2C9 inh,-6,-173,2,-4,31,-2,-14,59*,7,-3
LYP act,6,6,11,2,0,-12,-6,-11,-9,-5
CYP2C9 act,1.1,2.7*,1,1,0.7,1,1.1,0.4,0.9,1
LYP inh 2,-9,-10,-15,-3,-2,11,3,14,7,8
PLK1 inh,-9,-17,-13,-6,-13,-5,-15,3,6,-15
Calb biofilm kill,8,8,8,nt,nt,7,nt,nt,7,nt
EphB4 ephrin blk,2,-3,2,-6,1,-3,-3,0,-6,3
HIV Rev-RRE inh,7,4,10,3,0,2,3,8,-2,1
Plk1 PBD FP,0,2,-20,17,18,-1,1,-28,1,14

Ordered by SMILES length (smallest number first): some entries from above
12) COc1ccc(Cl)cc1NC(=O)c1oc(C)nc1C
20) CCCCN1C(=O)C(NC(=O)CC(C)C)(C(F)(F)F)C2=C1CC(C)(C)CC2=O (stereo not drawn)
15) Cc1ccc(-n2c(C)cc(/C([O-])=C(/C(=S)Nc3ccc(F)c(Cl)c3)[n+]3ccccc3)c2C)cc1

screen / no.,12,20,15
CYP2C9 inh,-173,-3,31
LYP act,6,-5,0
CYP2C9 act,2.7*,1,0.7
LYP inh 2,-10,8,-2
PLK1 inh,-17,-15,-13
Calb biofilm kill,8,nt,nt
EphB4 ephrin blk,-3,3,1
HIV Rev-RRE inh,4,1,0
Plk1 PBD FP,2,14,18

(cont.)
21) Cc1cccc(N(C(=O)c2sc(C)nc2C)C(C(=O)NCc2ccco2)c2ccccc2)c1 (stereo not drawn)
22) CCOC(=O)c1[nH]c2ccc(Br)cc2c1NC(=O)CNC
23) CC(C)CN(CC(C)C)C(=O)Cc1coc2ccc3ccccc3c12
24) Cc1c(NS(=O)(=O)c2ccccc2)c(=O)n(-c2ccccc2)n1C
25) CCc1c(C)nc(SCC(=O)c2ccc(C)c(C)c2)[nH]c1=O
26) CCCCCc1nc2c(C#N)c(-c3ccc(Cl)cc3)ccn2n1
27) CCC(C)NC(=O)CSc1nc2ccsc2c(=O)n1-c1ccc(OC)cc1 (stereo not drawn)
28) CCOCCn1c(SCCCc2ccccc2)nc2c1c(=O)[nH]c(=O)n2C
29) Cc1ccc(CC(=O)NCCCc2ccccc2)cc1
30) Cc1ccc2cc(CN(Cc3ccco3)C(=O)c3ccccc3)c(=O)[nH]c2c1C

screen / no.,21,22,23,24,25,26,27,28,29,30
CYP2C9 inh,35,-18,12,22,40,58*,7,nt,85*,14
LYP act,0,4,-6,1,-6,-3,2,1,-3,12
CYP2C9 act,0.7,1.2,0.9,0.8,0.6,0.4,0.9,nt,0.1,0.9
LYP inh 2,4,-4,6,1,4,8,0,-6,2,-14
PLK1 inh,1,-8,-8,-4,-8,-8,-14,-15,-13,1
Calb biofilm kill,nt,4,-1,4,9,nt,6,10,3,-4
EphB4 ephrin blk,-6,0,2,7,-1,-2,-5,-2,-6,-6
HIV Rev-RRE inh,-2,1,2,8,11,10,-2,8,0,6
Plk1 PBD FP,17,-10,17,33,-9,-2,-4,2,2,-21

31) CCc1ccc(NS(=O)(=O)c2cccs2)cc1
32) O=C(Nc1cccc2[nH]ncc12)c1ccc(F)cc1
33) CCCCn1cnc2cc(NCc3cccc(OC)c3O)ccc21
34) C=CCc1cccc(Cl)c1OCCON1C(=O)CCC1=O
35) CCOC(=O)Cn1nnc(-c2ccc(SC)cc2)n1
36) CCC1=[N+]([O-])C(C)(/C(C)=N\O)N(O)C1(C)C (stereo not drawn)
37) COc1ccc(-c2nnc(-c3cccnc3)o2)cc1
38) CCCS(=O)(=O)N1CCC(C(=O)N2CCOCC2)CC1
39) Cc1c(=O)n(OCc2cccc(F)c2)c2ccccc2[n+]1[O-]
40) O=c1oc2cc(Cl)ccc2n1CSc1nc2ccccc2s1

screen / no.,31,32,33,34,35,36,37,38,39,40
CYP2C9 inh,67*,9,1,21,-3,-4,9,7,3,67*
LYP act,1,-3,-11,1,-3,2,12,-4,-11,-15
CYP2C9 act,0.3,0.9,1,0.8,1,1,0.9,0.9,1,0.3
LYP inh 2,-2,6,11,2,6,-5,-9,1,14,16
PLK1 inh,-7,-16,-7,-7,-3,2,-10,5,-10,4
Calb biofilm kill,9,nt,7,2,4,-3,4,6,2,0
EphB4 ephrin blk,0,-1,3,-4,2,5,4,-2,-2,-4
HIV Rev-RRE inh,2,5,0,6,6,5,0,0,2,9
Plk1 PBD FP,-16,-31,3,-13,-2,-17,-6,0,25,1

Taken from above:
Under CYP2C9 inh, CCC(C)NC(=O)CSc1nc2ccsc2c(=O)n1-c1ccc(OC)cc1 (stereo not drawn) is entered as 7
Under PLK1 inh, Cc1ccc(CC(=O)NCCCc2ccccc2)cc1 is entered as -13
Under LYP inh 2, OC1(c2cccc(C(F)(F)F)c2)CCN(c2ccc(-c3ccccc3)nn2)CC1 is entered as 4

Carrying on:
41) O=C(c1ccc2c(c1)c(=O)oc1ccccc12)N1CCCCC1
42) COc1ccc(CC(NC(C)=O)C(=O)N2CCN(C(=O)N(C(C)C)C(C)C)CC2)cc1 (stereo not drawn)
43) CCCOC(=O)C1C2C=CC(C3CC23)C1C(=O)OCC(=O)c1ccccc1 (stereo not drawn)
44) Cc1c(NC(=O)CSc2nccn2C)c(=O)n(-c2ccccc2)n1C
45) Cc1ccsc1/C=N/n1c(-c2cccnc2)n[nH]c1=S
46) O=C(Nc1ccccc1)C1CCN(c2nccs2)CC1
47) C(=N\c1nc2ccccc2n1CCN1CCCCC1)/c1cccs1
48) Cn1c2ccccc2c2ncn(CCN3CCOCC3)c(=O)c21
49) Cc1ccc(-c2nn(C)c(=O)c3ccccc23)cc1S(=O)(=O)N1CCCC1
50) Cc1cccc(N2CCN(C(=O)CCn3c(=O)[nH]c4ccccc4c3=O)CC2)c1C

screen / no.,41,42,43,44,45,46,47,48,49,50
CYP2C9 inh,nt,-21,73*,-9,1,30,5,23,63*,-52
LYP act,-4,2,-6,-11,-4,-1,7,-13,0,-11
CYP2C9 act,nt,1.2,0.3,1.1,1,0.7,1,0.8,0.4,1.5
LYP inh 2,7,1,3,14,8,1,-8,13,-3,10
PLK1 inh,-15,-1,-7,-4,-2,-6,-14,-16,5,-7
Calb biofilm kill,3,5,nt,nt,nt,-4,8,10,nt,2
EphB4 ephrin blk,3,-7,1,5,-7,-1,-14,-4,-1,3
HIV Rev-RRE inh,0,-3,0,7,-4,10,3,2,6,9
Plk1 PBD FP,6,-12,24,-7,-8,-6,9,-24,-10,3

51) CN1C(=O)NC2(O)C(=O)c3ccccc3C12O (stereo not drawn)
52) CN(CCCNC(=O)C1CCC(=O)N1Cc1ccccc1Cl)c1ccccc1 (stereo not drawn)
53) COc1cccc(/C=N/NC(=O)CSc2nnc(C)n2-c2ccccc2)c1OC
54) Cc1ccc(S(=O)(=O)c2nc(S(C)(=O)=O)sc2N(C)C)cc1
55) CCOc1ccc2nc(SC(C)C(N)=O)[nH]c2c1 (stereo not drawn)
56) CCN1C(=O)C2C(C1=O)N1C(c3ccccc3)C3C(=O)N(CC)C(=O)C3N1C2c1ccccc1 (stereo not drawn)
57) CCOC(=O)C1CCN(C(=O)C2CC(=O)N(c3ccc(C)cc3)C2)CC1 (stereo not drawn)
58) O=C(Cn1nc(-c2ccccc2)ccc1=O)NCc1ccc2c(c1)OCO2
59) Cn1c(C(=O)N2CCN(c3ccc(Cl)cc3)CC2)cc2c(=O)[nH]c3ccccc3c21
60) CCC1Oc2ccc(C)cc2N(CC(=O)N(Cc2ccc3c(c2)OCO3)CC2CCCO2)C1=O (stereo not drawn)

screen / no.,51,52,53,54,55,56,57,58,59,60
CYP2C9 inh,nt,22,-2,16,18,19,12,33,-4,33
LYP act,5,-10,7,4,16,1,7,-5,-8,-15
CYP2C9 act,nt,0.8,1,0.8,0.8,0.8,0.9,0.7,1,0.7
LYP inh 2,-4,12,-3,-6,-16,0,-7,5,8,16
PLK1 inh,-5,-20,-11,-5,-11,-14,-6,-8,52*,-5
Calb biofilm kill,5,8,nt,5,7,6,5,6,6,6
EphB4 ephrin blk,-6,-11,-10,-9,-9,-2,-7,-7,3,2
HIV Rev-RRE inh,5,-2,2,3,3,-1,2,5,1,4
Plk1 PBD FP,7,4,25,7,5,-1,18,-10,16,-1

61) Cc1c(Br)c(C(N)=O)nn1C
62) Cc1n[nH]c(C)c1CCOc1ccc(C(C)C)cc1
63) CC1CCCCN1CCNS(=O)(=O)c1ccc2c(c1)oc(=O)n2C (stereo not drawn)
64) Brc1ccc(-c2nn3c(-c4ccco4)nnc3s2)o1

screen / no.,61,62,63,64
CYP2C9 inh,-2,21,-18,-11
LYP act,6,2,3,1
CYP2C9 act,1,0.8,1.2,1.1
LYP inh 2,-8,0,0,-3
PLK1 inh,-2,-4,-11,-3
Calb biofilm kill,nt,nt,1,2
EphB4 ephrin blk,-5,0,8,-1
HIV Rev-RRE inh,2,3,9,3
Plk1 PBD FP,-45,1,27,19

Screens from PubChem.
